Bcl-B TR3 displacers: displacers of TR3 peptide from Bcl-B, primary screen, selectivity assay for Bfl-1 inhibitor project, biochemical, fluorescence polarization | 96,000 compounds, 0.11% hits | displacement, % at 20 µM; hits with a dose series show IC50 in µM | FP displacement of FITC-TR3 peptide from Bcl-B; higher % means a stronger effect | AID 748;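 active = displacement above 50% at 20 µM plus a fluorescence interference ratio under 1.5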;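 also: plate controls were wells without compound for no effect and wells lacking Bcl-B protein for full effect; a part of the inactive calls stands beside numbers as strong as those of hits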
PLAP inhibition: inhibition of human placental alkaline phosphatase – biochemical, luminescence, HTS (AID 690); 96,000 compounds, 0.08% hits; purified PLAP, luminescent substrate; higher % means a stronger effect; inhibition, % at 20 µM, or IC50 in µM where a hit was titrated; in the data active = a potency from the dose series; inactive = the rest, 99 in 100 with inhibition below about 30%; also: strong numbers were not always called active
NFkB transloc inh: blocks IL-1B driven NFkB nuclear translocation in HUVEC cells. HUVEC IL-1B NFkB p65 nuclear translocation imaging. inhibition, % at 2 µM. 94,000 compounds, 0.43% hits. AID 796;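 active = inhibition above about 30% together with a positive call from visual inspection of the well image, limit read from the data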;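 also: nuclear over cytoplasmic p65 intensity ratio measured by imaging; 0% = IL-1B stimulated DMSO wells and 100% = unstimulated DMSO wells; values of inactives mirror those of a sister screen read the other way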
NFkB transloc pot: enhances IL-1B driven NFkB nuclear translocation; HUVEC IL-1B NFkB p65 nuclear translocation imaging; activation, % at 2 µM; 94,000 compounds, 0.3% hits;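 active = activation above 40%, about the mean plus 3 SD, also judged a hit on visual image review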;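 also: percent activation is computed from the nuclear over cytoplasmic p65 intensity ratio; values of inactives mirror those of a sister screen read the other way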
MRP reversal: MRP-mediated drug resistance reversal | H69AR cells + 2 uM doxorubicin, CellTiter-Glo, 72 h | differential viability (reversal), % at 10 µM | 85,000 compounds, 0.04% hits | AID 602;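 active = viability drop by adding the cancer drug above about 55%, with treated viability meeting a 40% cutoff, limit read from the data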;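 also: viability without doxorubicin minus viability with 2 µM doxorubicin for each compound; larger differential means the compound sensitizes cells more to doxorubicin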
MRP reversal cytotoxicity: also measured in MRP reversal; calls as there; viability, %; H69AR cells, CellTiter-Glo, 72 h; measured here: cytotoxicity without doxorubicin
MRP reversal with doxorubicin: further read-out of MRP reversal, marked with its call; viability, %; measured here: viability with 2 uM doxorubicin; hits give low values
NFkB transloc inh cell count 2 µM: recorded beside NFkB transloc inh, whose call it bears; cell count; measured here: cells passing quality filter;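 raw number of nuclei counted in each imaged well without normalization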
NFkB transloc pot cell count 2 µM: also measured in NFkB transloc pot; calls as there; cell count; measured here: cells passing quality filter
An asterisk follows results filed as active; / = not tested or not shown. Only part of the results is shown (hit frequency here may not be typical).

Values in the order – Bcl-B TR3 displacers	PLAP inhibition	NFkB transloc inh	NFkB transloc inh cell count 2 µM	NFkB transloc pot	NFkB transloc pot cell count 2 µM	MRP reversal	MRP reversal cytotoxicity	MRP reversal with doxorubicin
Cc1ccc(C(=O)Nc2nc3nc(-c4ccccc4)cc(=O)n3[nH]2)cc1
 : 0%	-1%	-1	160	1	160	18	93	75
CCNc1nc(NC(C)C)nc(Nn2cnnc2)n1
 : -4%	18%	96*	11*	-96	11	/	/	/
CN(C)C(=O)N1CCCC(C(=O)NCc2ccc(F)cc2Cl)C1 (stereo not drawn)
 : -5%	-3%	/	/	/	/	22	91	69
CCN1CCN(S(=O)(=O)Cc2ccccc2)CC1
 : 5%	-6%	2	85	-2	85	22	113	91
COCCN1Cc2cccc(C(=O)NC(C)c3cccs3)c2C1=O (stereo not drawn)
 : 0%	20%	-6	164	-2	79	0	88	88
CCCc1cc(=O)[nH]c(SCC(=O)N2CCN(c3ccccc3)CC2)n1
 : -4%	-12%	0	59	0	59	7	93	86
Cc1cc(C)c(C#N)c(SCc2cc3c(cc2Cl)OCO3)n1
 : 3%	4%	-5	173	5	173	-4	95	100
Cc1ccc([N+](=O)[O-])cc1NC(=O)CCSc1ccc(Cl)cc1
 : 3%	-8%	2	90	-2	90	/	/	/
COc1ccc(N/N=C2/CCCCC2=O)cc1
 : 0%	-6%	-18	159	18	159	-6	93	100
Cc1ccc(NC(=O)c2noc3c2CC(C(C)(C)C)CC3)cc1 (stereo not drawn)
 : -8%	14%	0	167	0	167	9	87	78
Cc1ccc(-c2nc(CS(=O)CC(=O)NCCN3CCCC3)c(C)o2)cc1 (stereo not drawn)
 : -5%	-50%	/	/	/	/	0	98	99
c1ccc(-c2nn3c(C4CCCCC4)nnc3s2)cc1
 : 9%	14%	-21	147	21	147	-4	86	90
O=C(NCc1ccccc1)c1ccc(CS(=O)(=O)c2ccccc2)o1
 : 8%	18%	10	175	-10	175	-5	91	96
O=c1c(F)cn(C2CCCO2)c(=O)n1Cc1ccccc1Cl (stereo not drawn)
 : -10%	-14%	-10	113	10	113	10	81	70
CCc1ccc(-c2nnn(CCC(=O)OC)n2)cc1
 : 5%	-10%	-8	178	8	178	11	96	85

Compound profiles (already shown). Screens in order: Bcl-B TR3 displacers, PLAP inhibition, NFkB transloc inh, NFkB transloc inh cell count 2 µM, NFkB transloc pot, NFkB transloc pot cell count 2 µM, MRP reversal, MRP reversal cytotoxicity, MRP reversal with doxorubicin
Record of Cc1ccc(NC(=O)c2noc3c2CC(C(C)(C)C)CC3)cc1 (stereo not drawn) = -8%, 14%, 0, 167, 0, 167, 9, 87, 78
Record of CCNc1nc(NC(C)C)nc(Nn2cnnc2)n1 = -4%, 18%, 96*, 11*, -96, 11, /, /, /

New compounds follow:
Values in the order – Bcl-B TR3 displacers	PLAP inhibition	NFkB transloc inh	NFkB transloc inh cell count 2 µM	NFkB transloc pot	NFkB transloc pot cell count 2 µM	MRP reversal	MRP reversal cytotoxicity	MRP reversal with doxorubicin
COC(=O)c1cc(COc2ccc3oc(C)c(C(=O)OC)c3c2)c(C)o1
 : 6%	-77%	-16	167	16	167	-4	68	73
COc1ccc2[nH]c(=O)c(CN(Cc3cccs3)Cc3nnnn3C(C)(C)C)cc2c1
 : -2%	-29%	5	148	-5	148	6	72	66
CN=C(c1ccco1)n1c(=S)nc(-c2ccco2)n(C)c1=S
 : 23%	-165%	/	/	/	/	-16	76	92
Cc1cc(O)c(C(C)C)cc1NS(=O)(=O)c1ccccc1
 : -8%	-9%	-6	148	6	148	/	/	/
CCOC(=O)c1ccccc1NC(=O)CSc1nnc(COc2ccccc2)n1CC
 : -38%	-49%	-7	115	7	115	9	85	76
CN(/N=C/c1cccnc1)c1cnn(-c2ccc(F)c(Cl)c2)c(=O)c1Cl
 : -54%	2%	2	186	-2	186	10	107	97
CC(C)C(=O)NC(=S)Nc1ccc(S(=O)(=O)N(C)Cc2ccccc2)cc1
 : -9%	-2%	3	167	-3	167	/	/	/
Cc1[nH]n(-c2ccc(Cl)cc2)c(=O)c1/C=N/n1c(C)nc2ccccc2c1=O
 : /	/	7	182	-7	182	9	50	41
COc1cccc(Oc2nc3ncn(Cc4ccccc4)c3c(=O)n2C)c1
 : -2%	9%	4	161	-4	161	23	101	78
CCOc1cc(C(=S)N2CCOCC2)ccc1OC
 : 3%	9%	6	148	-6	148	-6	96	102
CC(=O)NS(=O)(=O)c1ccc(NC(=O)c2ccccc2F)cc1
 : -2%	-17%	0	155	0	155	-13	85	98
COc1ccccc1CNC(=O)c1ccc(OCc2c(C)noc2C)c(OC)c1
 : -7%	7%	-2	67	2	67	15	90	75
O=C(NCc1ccco1)c1ccc(Br)s1
 : -8%	18%	/	/	/	/	6	90	83
Cc1ccc(Nc2nc(OC(C(F)(F)F)C(F)(F)F)nc(N3CCOCC3)n2)cc1
 : 0%	1%	-4	123	4	123	/	/	/
CC(NCc1ccco1)C(=O)N1CCc2ccccc2C1 (stereo not drawn)
 : -9%	7%	-10	133	10	133	9	94	85
CC(=O)NCCOC(=O)Nc1cccnc1
 : -11%	7%	2	214	-2	214	-3	101	104
COc1c(F)c(F)c(C(=O)Nc2ccc3oc(-c4ccncc4)nc3c2)c(F)c1F
 : 0%	26%	-3	83	3	83	-9	87	96
CCOC(=O)c1sc2nccc(N(C)C)c2c1N=CNOCc1c(F)cccc1Cl
 : -8%	-58%	/	/	/	/	-8	79	86
CCn1c(SCC(=O)NCc2ccco2)nc2c(c1=O)SC(C)C2 (stereo not drawn)
 : -7%	-6%	4	98	-4	98	12	90	78
COc1ccc(NC(=O)c2cc(OC)c(OC)cc2OC)c(S(=O)(=O)N2CCOCC2)c1
 : 6%	2%	/	/	/	/	-23	71	93
O=C1CC(Sc2nnc(-c3ccccc3O)o2)C(=O)N1c1ccccc1 (stereo not drawn)
 : 2%	1%	/	/	/	/	0	2	1
CC(Oc1ccc(Cl)cc1Cl)C(=O)NC1=NN(c2ccccc2)C(=O)C1 (stereo not drawn)
 : -2%	-42%	5	132	-5	132	/	/	/
O=C(Nc1ccc(Cl)cn1)c1cccc(S(=O)(=O)N2CCOCC2)c1
 : 2%	-45%	-7	191	7	191	0	84	84
O=C(CSCc1ccc([N+](=O)[O-])cc1)NN=C1CCCCCC1
 : /	/	-10	127	10	127	13	100	86
Cc1ccc(C(=O)Nc2nnc(C)s2)o1
 : -6%	16%	-25	148	25	148	/	/	/
Cc1ccc(-c2nnn(CCC(=O)N3CCCCC3C)n2)cc1 (stereo not drawn)
 : 1%	-8%	7	72	-7	72	0	92	92
CCCC(=O)C1=C(O)C(C(=O)OC)C(C)(C)CC1=NC(C)C (stereo not drawn)
 : /	/	-9	80	9	80	-8	72	80
Nc1ccc2c(c1)COc1ccccc1O2
 : 2%	9%	/	/	/	/	8	101	93
CCc1nc(SCc2cc(Cl)ccc2OC)n[nH]1
 : -5%	-119%	6	123	-6	123	-9	87	96
CCN(CC)S(=O)(=O)c1ccc(-c2nnc(SCC(=O)N3CCOCC3)o2)cc1
 : 2%	-60%	1	74	-1	74	-5	85	90
COc1ccc(S(=O)(=O)N(CC(=O)O)Cc2ccccc2)cc1OC
 : 4%	-16%	-2	125	2	125	/	/	/
CCN(CC)CC(=O)Nc1nn(-c2ccccc2)nc1C(N)=O
 : 10%	-25%	11	148	-11	148	-3	82	85
O=C(c1ccco1)N1CCN(C(c2ccccc2Cl)c2nnnn2Cc2cccs2)CC1 (stereo not drawn)
 : 7%	-51%	-30	204	30	204	-9	33	41
CCCCNC(=O)c1onc(CCl)c1C(=O)OC
 : -2%	-24%	-4	144	4	144	/	/	/
Cc1nn(-c2ccccc2)c2sc(C(=O)OCC(=O)N3CCCCC3)cc12
 : -15%	-3%	/	/	/	/	9	87	78
FC(F)Sc1ccc(NC(=S)NC2CCCCC2)cc1
 : -9%	18%	-8	145	8	145	-16	18	35
COc1ccc(C(=O)NCC(c2cccnc2)N2CCN(c3ccccc3OC)CC2)cc1OC (stereo not drawn)
 : -3%	-23%	3	151	-3	151	11	95	84
CCCOc1ccc(Oc2cc(C)nc(SC)n2)nn1
 : -2%	-6%	17	152	-17	152	5	90	85
O=C(NCCC1=CCCCC1)C1CCN(S(=O)(=O)c2cccc3cccnc23)CC1
 : 2%	-54%	-20	73	21	73	5	88	83
C/C(=N\NS(=O)(=O)c1ccc(Br)cc1)c1cccs1
 : 3%	-15%	-4	151	4	151	-12	110	122
O=C(O)c1csc(Br)c1Br
 : 2%	-6%	11	116	-11	116	14	102	88
Cc1ccc(NC(=O)NCc2ccc3c(c2)OCO3)cc1
 : 3%	18%	-6	148	6	148	0	97	96
CCO/N=C(/C)c1c(O)c(C)c(-c2ccccc2)n(-c2ccccc2)c1=O
 : /	/	6	163	-7	163	-2	97	99
Cc1nn(-c2ccccc2)c(Cl)c1C1C(C#N)=C(N)OC2=C1C(=O)CC(C)(C)C2 (stereo not drawn)
 : -1%	17%	-6	145	6	145	-63	9	72
COc1cc(C2C(C#N)=C(N)Oc3c2oc(CO)cc3=O)ccc1OC(C)C (stereo not drawn)
 : -1%	-18%	/	/	/	/	-2	89	91
Cc1ccc(-n2c(SCC(=O)N3CCOCC3)nnc2-c2cccnc2)cc1
 : -4%	-13%	-12	87	12	87	12	101	89
CCC(C)C(=O)Nc1nnc(-c2cccs2)s1 (stereo not drawn)
 : 5%	1%	-17	129	17	129	5	102	97
Cc1sc2nc(SCC(=O)N3CCCC3)[nH]c(=O)c2c1C
 : 2%	-13%	/	/	/	/	-9	77	86
N#CCCn1ccc(NC(=O)c2ccc(Cl)cc2)n1
 : -2%	11%	-14	148	14	148	8	96	88
COc1cccc(-c2nc(CS(=O)(=O)CC(=O)NCc3ccc(Cl)cc3)c(C)o2)c1
 : 4%	2%	2	51	-2	51	-2	65	67
COc1ccc(-c2cc3ccccc3n2CC(O)CN2CCN(CCO)CC2)cc1 (stereo not drawn)
 : 4%	-57%	3	194	-3	194	11	85	74
Clc1ccc(-c2cc(COc3ccccc3)no2)cc1Cl
 : 0%	11%	-21	131	21	131	/	/	/
Cn1c2ccccc2c2c(C(=O)N3CCN(c4ccccn4)CC3)cn(C3CCCC3)c(=O)c21
 : -8%	-49%	-6	56	6	56	11	41	30

Copied from the list.
Result for N#CCCn1ccc(NC(=O)c2ccc(Cl)cc2)n1 in NFkB transloc pot cell count 2 µM: 148
Result for Cc1ccc(-n2c(SCC(=O)N3CCOCC3)nnc2-c2cccnc2)cc1 in NFkB transloc inh cell count 2 µM: 87
Result for CCC(C)C(=O)Nc1nnc(-c2cccs2)s1 (stereo not drawn) in NFkB transloc inh: -17
Result for Clc1ccc(-c2cc(COc3ccccc3)no2)cc1Cl in Bcl-B TR3 displacers: 0%
Result for COc1cccc(-c2nc(CS(=O)(=O)CC(=O)NCc3ccc(Cl)cc3)c(C)o2)c1 in MRP reversal cytotoxicity: 65

Source: PubChem (several laboratories)
